From PubChem
Mtb FBA inh – Mtb FBA enzyme inhibitors, primary screen, biochemical, fluorescence, strain H37Rv | Fructose-bisphosphate aldolase (Mycobacterium tuberculosis (strain ATCC 25618 / H37Rv)), … | purified M. tuberculosis FBA, fluorescence read-out | inhibition, % at 1 µM | hit rate 2.3% among 360,000; in the data active = inhibition above about 27%;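 also: 0% = vehicle and 100% = reference inhibitor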
Target sequence (P9WQA3 whole entry, looked up): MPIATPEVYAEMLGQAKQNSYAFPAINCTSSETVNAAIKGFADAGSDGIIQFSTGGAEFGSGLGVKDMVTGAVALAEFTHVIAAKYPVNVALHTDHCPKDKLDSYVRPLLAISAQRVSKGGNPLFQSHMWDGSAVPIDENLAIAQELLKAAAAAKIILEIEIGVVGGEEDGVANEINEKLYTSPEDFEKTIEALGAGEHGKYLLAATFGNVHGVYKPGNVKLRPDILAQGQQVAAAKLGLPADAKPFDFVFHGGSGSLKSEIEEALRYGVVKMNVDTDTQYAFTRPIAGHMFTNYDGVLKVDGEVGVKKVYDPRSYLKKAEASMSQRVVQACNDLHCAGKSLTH
CCHF vOTU inh – CCHFV vOTU protease inhibitors, primary screen, biochemical, Pep-AMC substrate, fluorescence; Crimean-Congo hemorrhagic fever virus L polyprotein viral ovarian tumor (vOTU) protease …; inhibition, % at 11.5 µM; hit rate 0.55% among 370,000; AID 651958, 2012; also: 0% = vehicle wells with enzyme and 100% = no enzyme wells
Mtb BioA inh – M. tuberculosis BioA enzyme inhibitors, primary screen, biochemical, plate reader, single point, HTS; 7,8-diaminopelargonic acid synthase BioA (Mycobacterium tuberculosis); purified M. tuberculosis BioA enzyme; inhibition, % at 9.99 µM; hit rate 0.096% among 360,000; AID 602481, 2012; in the data active = inhibition above about 40%; inconclusive = no clear call, values can overlap the other calls
PrPC surface inh – inhibitors of human cell surface prion protein PrPC, primary screen, cell-based, TR-FRET; Major prion protein (Homo sapiens), P04156; TR-FRET read-out; inhibition, % at 13.8 µM; hit rate 0.43% among 370,000; in the data active = inhibition above about 24%; also: 0% = median of the test wells and 100% = reference compound wells
GDH-TPI inh – GDH-TPI coupling enzyme inhibitors, primary screen, artefact control for M. tuberculosis FBA inhibitor project, biochemical, absorbance, full deck; hit rate 1.2% among 360,000; AID 588335, 2011; GDH-TPI coupled enzyme counterscreen, NADH absorbance; inhibition, % at 4.8 µM;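 also: 0% = DMSO wells and 100% = wells lacking the enzyme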
Mtb UGM inh – M. tuberculosis UGM enzyme inhibitors, primary screen, biochemical, fluorescence polarization, single point; hit rate 0.06% among 320,000; UDP-galactopyranose mutase (Mycobacterium tuberculosis (strain ATCC 25618 / H37Rv)), …; inhibition, % at 10 µM; purified UGM, fluorescence polarization probe displacement; in the data active = inhibition above about 10%, passing the limit was not always enough; inconclusive = no clear call, values can overlap the other calls
Target sequence (P9WIQ1 whole entry, looked up): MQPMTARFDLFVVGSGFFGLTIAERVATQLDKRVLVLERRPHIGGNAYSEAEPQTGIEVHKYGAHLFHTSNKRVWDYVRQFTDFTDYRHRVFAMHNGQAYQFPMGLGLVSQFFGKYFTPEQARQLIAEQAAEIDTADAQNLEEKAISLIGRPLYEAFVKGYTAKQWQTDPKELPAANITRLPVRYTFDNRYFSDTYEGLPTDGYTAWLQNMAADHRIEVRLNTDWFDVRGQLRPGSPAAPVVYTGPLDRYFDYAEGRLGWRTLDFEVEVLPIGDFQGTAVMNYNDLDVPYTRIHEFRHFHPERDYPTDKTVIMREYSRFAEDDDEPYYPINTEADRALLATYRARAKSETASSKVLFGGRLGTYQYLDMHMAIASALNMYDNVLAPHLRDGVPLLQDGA
BoNT-A LC inh2 – BoNT/A light chain protease inhibitors, primary screen, biochemical, flow cytometry, MLPCN library. Botulinum neurotoxin type A light chain protease (Clostridium botulinum A str. ATCC 3502). multiplex microsphere protease substrate cleavage. hit rate 0.17% among 360,000. inhibition, % at 10 µM; in the data active = inhibition above about 30%; inconclusive = no clear call, values can overlap the other calls; also: plate controls were buffer without enzyme for full effect and enzyme alone for no effect
FadD28 FP inh – inhibitors of FadD28 bisubstrate probe binding, primary screen, biochemical, fluorescence polarization, single point | Mycobacterium tuberculosis FadD28 fatty-acid-AMP ligase | inhibition, % at 12.5 µM | hit rate 0.22% among 360,000; in the data active = inhibition above about 8.5%, passing the limit was not always enough; inconclusive = no clear call, values can overlap the other calls
BoNT-F LC inh – BoNT/F light chain protease inhibitors, primary screen, biochemical, flow cytometry, MLPCN library. Multiplex microsphere protease cleavage assay. inhibition, % at 10 µM. hit rate 0.22% among 360,000. AID 588497, 2011; in the data active = inhibition above about 35%, passing the limit was not always enough; inconclusive = no clear call, values can overlap the other calls; also: plate controls were buffer without enzyme for full effect and enzyme alone for no effect
* marks the source's active call; other numbers are inactive results; ? = inconclusive; . = no result given. Rule as the data show it, unless noted: active = inhibition above about 30%; inactive = the rest. An unsorted share of the library; about 4.8% have a hit in one of these screens.

SMILES | Mtb FBA inh | CCHF vOTU inh | Mtb BioA inh | PrPC surface inh | GDH-TPI inh | Mtb UGM inh | BoNT-A LC inh2 | FadD28 FP inh | BoNT-F LC inh
COc1ccc(CC(=O)Nc2cccc(S(=O)(=O)N3CCCCCC3)c2)cc1OC | 1 | 5 | 1.3 | 15 | 4 | 0.4 | -1.0 | -2.1 | -4
O=C(O)c1ccccc1NC(=O)C1CCCO1 (stereo not drawn) | 5 | 9 | 1.2 | 7 | 2 | 4.4 | -0.2 | 1.2 | -6
CCC1CCCCN1CCCNS(=O)(=O)c1ccc2c(c1)oc(=O)n2C (stereo not drawn) | 0 | 11 | 0.9 | -2 | -6 | -0.7 | 2.1 | -3.1 | -2
Oc1ccc(Cl)cc1CNCc1ccc(Cl)cc1 | 1 | -3 | -0.1 | 1 | -6 | 0.3 | -5.5 | -0.6 | -48
COc1ccc(CN(C)S(=O)(=O)c2nnc(NC(=O)c3ccc(C)cc3)s2)cc1OC | 3 | -3 | -3.0 | 13 | 26 | 4.0 | -1.0 | -2.4 | -1
Cc1ccc(CNS(=O)(=O)c2c(C(=O)N3CCCCCC3)c(C)n(C)c2C)cc1 | -1 | 11 | 0.4 | 8 | 0 | -0.9 | 4.0 | -4.1 | 6
Cc1cc(=O)oc2cc(OCCC[n+]3ccccc3)ccc12 | 12 | -5 | 0.6 | -1 | 23 | -0.2 | 2.8 | -1.1 | ?
O=C(OCC1CCNCC1)c1ccc(F)cc1 | 1 | -8 | 6.1 | -7 | 1 | . | 3.3 | -4.0 | -1
COc1cccc(OC)c1C(=O)Nc1ccc2c(c1)CCCN2S(=O)(=O)c1ccc(C)cc1 | 0 | -14 | -0.3 | 2 | 1 | 0.5 | -1.2 | 0.3 | -14
CC(CN1CCCCC1)OC(=O)COc1ccc(Br)cc1 (stereo not drawn) | -1 | 14 | 0.7 | 3 | 3 | 0.0 | 2.7 | 2.0 | ?
CC(=O)N1CC(C)Sc2ccc(S(=O)(=O)NC(C)c3ccccc3)cc21 (stereo not drawn) | -3 | -3 | -0.1 | 0 | -1 | 0.7 | -1.4 | -1.0 | 2
CC(=O)c1ccc(S(=O)(=O)N2CCN(C(=O)CSc3ccc(C)c(C)c3)CC2)cc1 | -3 | 16 | 0.0 | 3 | 10 | 2.1 | 0.2 | -0.8 | -21
Cc1ccc(-c2nnc(SCC(=O)Nc3ccccc3N3CCOCC3)o2)cc1 | 4 | -13 | 3.6 | -1 | -1 | . | -0.4 | -4.5 | 2
OC(CN1CCN(c2ccc(C(F)(F)F)cn2)CC1)c1ccccc1 (stereo not drawn) | -1 | . | -3.4 | . | -7 | 4.5 | -1.5 | -2.8 | -8
CC(=O)c1c(C)[nH]c(-c2ccccc2)c1C | 2 | 12 | 1.3 | 6 | 9 | -0.8 | -0.4 | -0.4 | -7
Cc1nn(-c2ccccn2)c2c1C(c1ccccc1Cl)C1=C(N2)c2ccccc2C1=O (stereo not drawn) | -2 | -8 | . | 10 | 3 | 1.1 | 1.7 | -2.0 | -17
O=C(c1cc(F)ccc1F)C1CCCN(CCCc2ccccc2)C1 (stereo not drawn) | 1 | 4 | . | -6 | -2 | -1.9 | 0.2 | -1.1 | -2
Cc1nn(Cc2ccccc2Cl)c(Cl)c1C(=O)O | 1 | 13 | -2.0 | 7 | 27 | 4.3 | -0.4 | 0.3 | -5
Cc1nc2sc(C(=O)OC(C)C)c(N)c2c(C)c1C | 11 | -11 | . | 1 | -11 | 2.2 | 0.2 | -2.9 | 1
COc1ccc(C(CNC(=O)c2oc3ccc(OC)cc3c2C)N2CCCC2)cc1 (stereo not drawn) | 13 | -2 | -6.8 | 9 | 4 | 4.0 | -2.2 | -2.9 | -1
Cc1ccccc1CNC(=O)C1CCCN(c2nnc(C)c3c(C)n(-c4ccccc4)nc23)C1 (stereo not drawn) | 28* | 8 | -0.4 | -12 | 1 | 3.8 | -4.0 | -3.0 | 4
COc1ccc(-c2cc(C(=O)Nc3ccc(OC)c(OC)c3)[nH]n2)c(C)c1 | -1 | -1 | -0.3 | 1 | -6 | . | 0.4 | -0.4 | -2
CCc1c(Cl)nc(N)nc1Nc1ccccc1C | 0 | -11 | -0.6 | 2 | -6 | . | 0.2 | -4.4 | -3
CCc1ccc(-c2cc(C(F)(F)F)n3nc(C(=O)Nc4c(C)nn(Cc5ccc(F)cc5)c4C)cc3n2)s1 | 17 | -7 | . | -11 | 4 | -1.8 | 33* | -1.6 | 16
CC(=O)NC(Cc1ccccc1)C(=O)Oc1ccc2ccccc2c1 (stereo not drawn) | 5 | 7 | -1.3 | -7 | 8 | . | 0.1 | -2.0 | -2

Another view of two compounds above:
Screens in order – Mtb FBA inh, CCHF vOTU inh, Mtb BioA inh, PrPC surface inh, GDH-TPI inh, Mtb UGM inh, BoNT-A LC inh2, FadD28 FP inh, BoNT-F LC inh
Cc1nn(Cc2ccccc2Cl)c(Cl)c1C(=O)O
    1, 13, -2.0, 7, 27, 4.3, -0.4, 0.3, -5
CCc1ccc(-c2cc(C(F)(F)F)n3nc(C(=O)Nc4c(C)nn(Cc5ccc(F)cc5)c4C)cc3n2)s1
    17, -7, ., -11, 4, -1.8, 33*, -1.6, 16

Other entries:
SMILES | Mtb FBA inh | CCHF vOTU inh | Mtb BioA inh | PrPC surface inh | GDH-TPI inh | Mtb UGM inh | BoNT-A LC inh2 | FadD28 FP inh | BoNT-F LC inh
O=C(CSc1nnc(NC(=O)C2CC2)s1)Nc1ccc(F)cc1 | 1 | -11 | -1.1 | 7 | 7 | 0.6 | -1.1 | -1.8 | 1
CC1(C(=O)NS(=O)(=O)c2cccc(F)c2)CCN1C(=O)CCc1ccccc1 (stereo not drawn) | -1 | 11 | -0.1 | 2 | 2 | . | -0.3 | 0.0 | 3
COC(=O)c1ccc(=O)n(Cc2ccc3c(c2)OCO3)c1 | 6 | -10 | . | 7 | 0 | 0.4 | 0.1 | 1.4 | 6
Cc1ccc(C(=O)C(C)OC(=O)C2CCN(c3ccc(C(F)(F)F)cn3)CC2)cc1C (stereo not drawn) | 1 | 19 | -0.5 | 0 | -9 | -0.4 | -1.9 | -5.5 | -13
Cc1ccc(C)c(NC(=O)CSc2ccc(S(=O)(=O)N3CCCC3)cn2)c1 | 2 | 18 | 3.2 | 9 | 8 | 0.1 | 1.3 | . | 0
COc1cc(N=c2oc3c(C)ncc(CO)c3cc2C(N)=O)cc(OC)c1OC | 9 | -1 | 0.1 | -10 | 1 | -1.6 | 0.2 | 0.7 | -3
Cc1cc(C)c(C(=O)COC(=O)c2cc([N+](=O)[O-])ccc2N2CCOCC2)cc1C | -1 | -1 | -0.3 | -8 | -8 | -0.1 | 0.6 | 0.5 | 7
O=C(Nc1ccccc1O)c1ccc(NS(=O)(=O)c2cccc3cccnc23)cc1 | 6 | 1 | -2.4 | 7 | 10 | -1.1 | 0.3 | 1.2 | -1
Cc1cccc(OCCn2nc(C(=O)O)c3ccccc3c2=O)c1 | 1 | 8 | 1.1 | 2 | 7 | 0.6 | -0.7 | -3.0 | -33
Cc1ccc(N2C(=O)NC(=O)/C(=C\C=C\c3ccco3)C2=O)cc1C | -2 | 9 | 4.2 | 5 | 9 | -1.4 | -0.7 | 2.4 | -9
Cc1c(C(=O)NCc2ccc(F)cc2)oc2ccc(S(=O)(=O)N3CCOCC3)cc12 | -5 | -1 | -3.6 | 2 | -5 | 0.8 | 0.4 | -2.9 | -4
CCOC(=O)N1CCN(S(=O)(=O)c2ccc(C(=O)N(CCCN(C)C)c3nc4ccc(OC)cc4s3)cc2)CC1 | 4 | 6 | 0.8 | -8 | 11 | 0.7 | -3.4 | -1.9 | 10
COc1ccccc1C1C(C(C)=O)=C(O)C(=O)N1CCc1ccccc1 (stereo not drawn) | -7 | -10 | . | -1 | 17 | 1.3 | -0.2 | -1.8 | -3
Cc1cccc(NC(=O)c2ccc3nccnc3c2)c1C | 0 | 3 | -0.1 | -16 | 3 | -3.7 | -1.5 | -0.3 | -4
CC(=O)Nc1cc(-c2ccccc2F)cn2c(-c3cccc(C(F)(F)F)c3)cnc12 | 4 | 17 | -0.1 | 3 | 5 | . | 0.0 | -1.5 | 1
CC1(C)CC(=O)C=C(c2ccc(Oc3ccccc3)cc2)C1=O | -2 | 5 | 0.9 | 1 | -4 | . | 1.9 | -3.8 | -1
C/C=C/c1ccc(OCC(O)CNCC(c2ccc(OC)cc2)N(C)C)c(OC)c1 (stereo not drawn) | 5 | 1 | 3.4 | -5 | -1 | 3.3 | -1.1 | -1.2 | -37
CCCC(=O)c1c[nH]c(C(=O)NCCCN2CCOCC2)c1 | 3 | 5 | -1.8 | -2 | 4 | -1.8 | -0.8 | 1.2 | 10
C=CCn1c(NC(=O)c2ccc(C)cc2)nc2ccccc21 | 13 | -7 | -1.4 | -4 | 21 | 2.6 | -1.9 | -2.1 | 8
c1ccc(-c2ccc3sccc3n2)cc1 | -4 | -8 | -1.3 | 4 | -7 | 1.0 | 0.3 | -3.7 | 6
CCN(CC(=O)NCCc1ccc(S(N)(=O)=O)cc1)Cc1ccccc1 | 5 | 10 | -0.1 | -3 | 10 | -4.7 | -3.9 | -0.9 | -16
COc1ccc(C(=O)Nc2ccc(S(=O)(=O)Nc3onc(C)c3C)cc2)cc1OC | 1 | 9 | -0.6 | -4 | 11 | 1.8 | -0.4 | 1.1 | 9
O=C(Nc1nnc(C2CC2)s1)c1cccc(S(=O)(=O)N2CC(c3ccccc3)CC2=O)c1 (stereo not drawn) | 1 | 7 | 1.2 | -3 | 8 | . | -0.3 | -2.8 | 1
CO/N=C(/CNC(=O)c1ccc(Cl)cc1Cl)c1ccc(Cl)cc1 | -1 | 7 | -0.7 | -6 | 1 | 0.6 | -0.2 | 0.8 | 2
O=C(OCCCOC(=O)c1cc[n+]([O-])cc1)c1cc[n+]([O-])cc1 | 4 | -4 | -0.4 | -6 | 3 | 2.2 | . | -1.0 | .

Part of the list above in another layout.
smiles	Mtb FBA inh	CCHF vOTU inh	Mtb BioA inh	PrPC surface inh	GDH-TPI inh	Mtb UGM inh	BoNT-A LC inh2	FadD28 FP inh	BoNT-F LC inh
CCCC(=O)c1c[nH]c(C(=O)NCCCN2CCOCC2)c1	3	5	-1.8	-2	4	-1.8	-0.8	1.2	10
C=CCn1c(NC(=O)c2ccc(C)cc2)nc2ccccc21	13	-7	-1.4	-4	21	2.6	-1.9	-2.1	8

(more compounds)
SMILES | Mtb FBA inh | CCHF vOTU inh | Mtb BioA inh | PrPC surface inh | GDH-TPI inh | Mtb UGM inh | BoNT-A LC inh2 | FadD28 FP inh | BoNT-F LC inh
Cc1cc(Sc2nc(N(C)C)nc(N(C)C)n2)nc(Cl)n1 | 1 | 5 | -1.4 | 0 | 0 | -0.9 | -0.7 | -3.3 | -5
Nc1ccc(S(=O)(=O)Nc2cc(Cl)c(N)c(Cl)c2)cc1 | 2 | 9 | 0.8 | -4 | -5 | . | 0.1 | -1.2 | -3
COc1cccc(NC(=O)c2cccc(C)c2[N+](=O)[O-])c1 | -3 | -9 | . | 4 | 14 | 1.7 | 0.9 | -4.4 | 2
Cc1ccsc1C(=O)C1CCCN(Cc2cnc(N)nc2)C1 (stereo not drawn) | -1 | 1 | 11 | -5 | 9 | -2.5 | 0.9 | -0.7 | -2
Cc1ccsc1/C=C1\Oc2cc(OCC(=O)c3ccccc3)ccc2C1=O | 0 | 12 | . | 1 | 14 | 2.0 | 13 | -1.7 | 7
O=C(CCCn1c(=S)[nH]c2ccc(Br)cc2c1=O)N1CCN(c2ccccn2)CC1 | 0 | 2 | -0.8 | -6 | 5 | -0.1 | -2.2 | -2.5 | -6
CCCCn1c(SCC(=O)Nc2cc(C(F)(F)F)ccc2Cl)nnc1C(CC)N(C)C (stereo not drawn) | 1 | 21 | . | 4 | 6 | 2.6 | -1.7 | -0.9 | 0
